Assay outcomes deposited in PubChem by The Scripps Research Institute Molecular Screening Center.
OXTR potentiate – potentiates the human oxytocin receptor response; P30559; CHO-OTR cells, Fluo-8 calcium fluorescence, potentiator mode; 0% = oxytocin EC15, 100% = EC100; activation, % at 3 µM; actives 0.061% (n = 320,000); AID 2445;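 active means activation above that plate's cutoff, the mean activation of tested compounds plus 3 SD, cut at about 6.6% in these data, passing the limit was not always enough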;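 further: 100% uses oxytocin at 75 nM as the full agonist control; some results filed as inactive read as strong as hits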
Target sequence (P30559 whole entry, looked up): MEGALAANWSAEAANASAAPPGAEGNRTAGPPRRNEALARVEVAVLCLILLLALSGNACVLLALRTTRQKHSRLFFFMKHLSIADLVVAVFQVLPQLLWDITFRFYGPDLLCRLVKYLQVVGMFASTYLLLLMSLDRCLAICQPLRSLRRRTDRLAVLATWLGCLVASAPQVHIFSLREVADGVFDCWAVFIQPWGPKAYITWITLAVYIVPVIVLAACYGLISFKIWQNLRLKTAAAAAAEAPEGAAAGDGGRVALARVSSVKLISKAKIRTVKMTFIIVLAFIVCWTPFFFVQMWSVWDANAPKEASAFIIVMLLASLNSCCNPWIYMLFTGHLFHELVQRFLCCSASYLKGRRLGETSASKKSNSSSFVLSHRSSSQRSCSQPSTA
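Replication – single well per compound, singlicate · Assay system – CHO cell line stably expressing human OTR · Timing – 6 min pre-incubation, 100 s read · Measure – normalized max/min fluorescence ratio, % activation · Doses – 3.0 µM, one dose · Detection – Fluo-8 calcium dye fluorescence · Probe or stimulus – oxytocin near EC15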
CHO parental Ca – signal in parental CHO cells, OX1R antagonist counter-screen; parental CHO-K1, ATP-induced calcium, Fluo-8 fluorescence; inhibition, % at 5.6 µM; actives 0.63% (n = 330,000); AID 463079;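 active means inhibition above that plate's mean sample inhibition plus 3 SD, cut at about 26% in these data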;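 further: 0% = ATP-challenged DMSO wells and 100% = DMSO wells without ATP; some compounds past the cut are filed as inactive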
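Assay system: parental CHO cells; Read-out basis: percent inhibition of ATP-evoked calcium rise, normalized to controls; Benchmarks: ATP and no-ATP DMSO wells; Compound dosing: single nominal dose of 5.6 µM per compound; Signal: Fluo-8 calcium dye fluorescence; Also added: ATP as calcium-mobilizing challenge; Repeats: singlicate.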
CHO-K1 Ca antag – M1 antagonist counterscreen hit in parental CHO-K1 cells; AID 602250; inhibition, % at 3 µM; ATP-induced calcium, Fluo-8 fluorescence; actives 0.6% (n = 360,000);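 active means inhibition above a per-plate cutoff, the plate's mean sample inhibition plus 3 SD, cut at about 24% in these data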;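 further: 0% = DMSO plus EC80 ATP and 100% = DMSO alone without ATP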
CHO-K1 Ca PAM – nonselective activator or artifact in parental CHO-K1 calcium assay. actives 0.02% (n = 360,000). ATP EC20, Fluo-8 calcium fluorescence; 0% at ATP EC20, 100% at ATP max. activation, % at 3 µM. AID 602247;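 active means activation above the run cutoff, the mean activation of all test compounds plus 3 SD, cut at about 40% in these data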;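 further: peak over basal fluorescence ratio in a 140 s read after ATP addition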
TAAR1 agonist – agonists of human TAAR1. CHO RD-HGA16 TAAR1, Fluo-8 calcium fluorescence; vehicle wells 0%, saturating PEA agonist 100%. activation, % at 3 µM. actives 0.99% (n = 360,000). AID 624467;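 active means activation above the mean activation of all test compounds in the run plus 3 SD, cut at about 38% in these data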
Target sequence (Q96RJ0 whole entry, looked up): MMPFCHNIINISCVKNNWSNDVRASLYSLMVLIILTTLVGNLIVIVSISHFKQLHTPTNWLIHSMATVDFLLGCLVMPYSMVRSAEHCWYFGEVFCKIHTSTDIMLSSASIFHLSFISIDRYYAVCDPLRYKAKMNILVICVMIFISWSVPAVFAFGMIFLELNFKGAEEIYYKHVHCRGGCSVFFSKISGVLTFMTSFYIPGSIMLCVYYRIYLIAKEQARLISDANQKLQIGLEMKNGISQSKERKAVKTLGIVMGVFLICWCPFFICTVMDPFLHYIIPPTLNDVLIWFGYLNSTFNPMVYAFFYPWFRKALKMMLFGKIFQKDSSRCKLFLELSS
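Test system: RD-HGA16 (CHO) cells co-expressing Gα16 and hTAAR1 / Benchmarks: DMSO vehicle as 0%, PEA at EC100 as 100% / Repeats: no replicates (n 1) / Measure: % activation from peak over basal fluorescence ratio, DMSO-to-PEA scaled / Timing: 17-24 h plating, Fluo-8 75 min 37 °C, 30 min RT / Technique: kinetic Fluo-8 calcium fluorescence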
CHRM1 antagonist – blocks human M1 muscarinic receptor | P11229 | CHO-K1 hM1, Fluo-8 calcium fluorescence, ACh EC80 antagonist | inhibition, % at 3 µM | actives 1.3% (n = 360,000);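 active means percent inhibition above its own plate's cutoff, namely the mean of that plate's compound wells plus 3 SD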;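 further: peak over basal fluorescence ratio during 140 s after agonist addition; 0% = ACh EC80 plus DMSO and 100% = DMSO alone without agonist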
TAAR1 antagonist – antagonists of human TAAR1; CHO RD-HGA16 TAAR1, Fluo-8 calcium fluorescence, antagonist; inhibition, % at 3 µM; actives 1.5% (n = 360,000); AID 624466;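 active means inhibition above a per-plate cutoff, the mean inhibition of test compounds on that plate plus 3 SD, cut at about 49% in these data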;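 further: 0% = DMSO plus EC80 beta-PEA response and 100% = DMSO alone without agonist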
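Material: CHO RD-HGA16 cells bearing hTAAR1; compound dosing: one-point dosing, 3 µM nominal final; schedule: dye loading 75 min at 37 °C, then 30 min room temperature; measured by: calcium fluorescence with Fluo-8; control set: vehicle and agonist controls; replication: n of 1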
M1 ag parental – M1 agonist counterscreen hit in parental CHO-K1 cells; Fluo-8 calcium fluorescence; scaled to maximal ATP response, vehicle zero; actives 0.48% (n = 360,000); AID 602248; activation, % at 3 µM; in the data active means activation above about 15%;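 further: untransfected CHO-K1 host cells lacking M1 receptor as counterscreen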
M1 ag – agonists of human M1 muscarinic receptor; activation, % at 3 µM; CHO-K1 hM1, Fluo-8 calcium fluorescence, agonist mode; 0% DMSO, 100% acetylcholine EC100; P11229; actives 0.33% (n = 360,000);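 active means activation above the run's mean compound activation plus 3 SD, cut at about 16% in these data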;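 further: peak over basal fluorescence ratio within a 140 s kinetic read after compound addition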
Numbers without * were called inactive; x = not tested or not shown.

Every second line gives: OXTR potentiate, CHO parental Ca, CHO-K1 Ca antag, CHO-K1 Ca PAM, TAAR1 agonist, CHRM1 antagonist, TAAR1 antagonist, M1 ag parental, M1 ag
- CC1CCN(C(=O)CSc2nc3c(cnn3-c3ccc(Cl)cc3)c(=O)[nH]2)CC1
    -6, 7, -12, 6, 0, -10, -6, 0.6, -2
- CCCCCCNS(=O)(=O)c1ccc(OC)c(OC)c1
    -6, -15, 11, -6, 11, -4, -2, 0.8, 0
- COc1ccccc1OCC(=O)N/N=C1\CCCCc2ccccc21
    -1, -17, -10, 2, 0, -7, -11, 3.5, -3
- O=C(CN1CCSCC1)N/N=C/c1cccc(Cl)c1
    -20, -8, -15, 25, 15, -8, 20, 0.3, -2
- Cc1cc(C)cc(NC(=O)C(OC(=O)c2ccc([N+](=O)[O-])o2)c2ccccc2)c1 (stereo not given)
    -3, -18, 3, -12, -2, 6, 3, -0.3, -7
- O=C1CCC(C(=O)N2CCCC(Nc3ccc(F)cc3)C2)=NN1 (stereo not given)
    -1, -8, -10, 19, 2, -7, -32, 1.5, -3
- CCN(CC)C(=O)CSc1nnc(-c2cnccn2)n1-c1ccccc1
    -8, -12, -11, 22, 7, 2, -1, 0.9, -4
- O=C(NC1CCCCCC1)c1[nH]c(C(F)(F)F)nc1-c1ccccc1
    x, x, -17, 20, 2, -20, 3, 7.0, 6
- C=CCNC(=O)NC(=O)COn1nnc2ccc(S(=O)(=O)N(C)C)cc21
    -3, -13, -17, 7, 2, -5, -2, 0.5, -5
- CN(C(=O)CCc1nc(-c2ccccc2F)no1)c1ccccc1
    4, 4, -3, 7, 45*, -22, -19, 1.1, -1
- O=C(NN=Cc1ccc([N+](=O)[O-])cc1)c1ccncc1
    x, x, -9, 11, 0, -7, -14, 0.2, -1
- O=C(CSc1nnc(-c2cccnc2)o1)Nc1ccc(Br)cc1
    0, 6, -5, -3, 1, 9, -8, 0.3, 0
- O=C(CN1CCN(c2cccc(Cl)c2)CC1)c1ccc(O)cc1O
    -5, 8, -6, 16, 14, -18, -8, 1.4, 0
- CSCCC(NC(=O)COc1ccccc1)C(=O)N1CCN(C(C)=O)CC1 (stereo not given)
    -3, -5, -15, 25, -1, -16, -6, 1.2, -2
- CS(=O)(=O)c1ccc2nc(NC(=O)CN3C(=O)NC4(CCCC4)C3=O)sc2c1
    -1, 1, -7, 15, 3, -7, -16, 2.0, -2
- O=C(c1ccco1)N1CCN(C(=O)c2ccccc2Oc2ccccc2)CC1
    -1, -12, -16, 12, 7, -8, 1, 1.0, -1
- Cc1ccc(Cl)c2sc(NC(=O)C3=COCCO3)nc12
    -12, -14, 7, -8, 61*, -19, 11, 1.9, -2
- CCCOP(=O)(c1ccc(N(C)C)cc1)C(O)c1ccc(Cl)cc1Cl (stereo not given)
    -14, -18, 17, -22, 15, 26, -30, 0.2, -3
- O=C(O)c1ccc2c(c1)C(c1ccccc1)OC2=O (stereo not given)
    5, -5, 1, 3, 1, -7, 10, 0.1, -4
- COc1cc(C(C2C(=O)CC(C)(C)CC2=O)C2C(=O)CC(C)(C)CC2=O)ccc1O
    -13, -2, -13, 7, -1, -15, 12, 1.7, -2
- O=C(CN1C(=O)CCC1=O)Nc1cccc2c1C(=O)NC2=O
    1, -1, -19, 15, 4, -6, -27, 1.3, 1
- Cc1cc2sc3ccc(C#CC4(O)CCCCC4)cc3c(=O)c2cc1C
    -5, -18, -15, 12, 9, 10, -8, 0.4, -6
- C=CCn1c(SCc2cc(C(C)=O)ccc2OCC)nc2ccccc2c1=O
    -5, -31, -7, 10, 1, 12, 48, 0.3, -8
- O=C(CN1C(=O)S/C(=C\c2ccc(Cl)cc2)C1=O)NCCCn1ccnc1
    -3, -19, -2, 3, 4, -8, -21, 1.2, -4
- CC(C)CC1(C)NC(=O)N(CC(=O)NC(=O)Nc2ccc3c(c2)OCCO3)C1=O (stereo not given)
    -8, 0, 5, 8, 1, -23, -5, 0.1, -2
- Cc1csc(SCC(=O)N(C)CC(=O)Nc2ccc(F)cc2)n1
    -1, -3, -14, 12, x, -9, x, 0.4, -5
- COc1ccc(CN2CCN(C(=O)c3ccc(F)cc3)CC2)c(OC)c1
    -3, -1, -11, 15, 1, -23, -19, 0.8, -7
- COc1ccc(-c2noc(CNC(=O)c3ccc4c(c3)OCO4)n2)cc1OC
    3, -15, -9, 1, -2, -5, 10, 1.2, -5
- CCc1noc(C)c1C(=O)NNC(=O)COc1ccc(C)c(C)c1
    -15, -19, 3, -9, 2, -1, 5, 0.0, 11
- CCOc1ccc(N(CC(=O)NC2CCCCC2)C(=O)CCCC(=O)Nc2ccccn2)cc1
    6, -12, 1, 1, -4, -14, -5, -0.4, 0
- CCN(Cc1ccccc1)C(=O)Cn1cnc2c1c(=O)n(C)c(=O)n2C
    3, -7, -11, 4, 5, -5, -1, 0.3, -4
- CCCn1c(SCC(=O)Nc2cccc(S(=O)(=O)N(C)C)c2)nc2ccccc2c1=O
    -1, -3, -15, 20, 0, -3, -34, 1.7, -5
- CC(CC(=O)O)C(=O)c1ccc(Cl)c([N+](=O)[O-])c1 (stereo not given)
    3, -1, -17, 10, 2, -7, -4, 0.3, -2
- COc1ccc(/C(C)=N/NC(=O)C(NC(=O)c2ccccc2)c2n[nH]c(=O)c3ccccc23)c(OC)c1 (stereo not given)
    0, -21, -8, 20, 1, -1, -17, 2.2, -3
- COc1ccc(NC(=O)/C=C/C(=O)O)c(OC)c1
    -7, -11, 5, -19, 1, 7, 2, -0.1, -2
- CC(C)Cc1nnc(NC(=O)CS(=O)(=O)Cc2ccccc2)s1
    -8, -20, 23, -8, 6, 8, -3, 0.7, -2
- O=C(c1cc2cc(Br)cc(Br)c2oc1=O)N1CCOCC1
    -4, -8, -1, -6, 2, 0, -7, 0.7, -5
- COC(=O)CSc1cc([N+](=O)[O-])ccc1NC(=O)OC
    -13, -22, -8, 24, 0, -8, 4, 0.8, -4
- COc1ccc(CNC(=O)C(=O)NCC2OCCN2S(=O)(=O)c2ccc(OC)c(OC)c2)cc1 (stereo not given)
    -12, -8, 11, -22, 0, -1, -9, 1.0, -2
- CCOC(=O)c1c(C)[nH]c(C)c1C(=O)CSc1nncs1
    -13, 3, 0, 11, 2, -4, -9, 0.2, -4
- COc1ccc(CC(=O)OC(C)C(=O)NCc2ccc3c(c2)OCO3)cc1OC (stereo not given)
    -4, -4, -4, -8, 2, 0, -4, -0.1, -2
- O=C1NC(c2ccc(F)cc2)Oc2ccccc21 (stereo not given)
    3, -13, -7, -5, 1, -1, -27, 1.2, -2
- Cc1ccc(N2CC(C(=O)N3CCCc4ccccc43)CC2=O)cc1 (stereo not given)
    3, -14, -8, 12, 3, -7, -9, 1.4, -2
- CCC(C)C(=O)Nc1cc([N+](=O)[O-])ccc1Cl (stereo not given)
    -14, -10, -7, 0, 4, 5, -11, 0.0, -3
- NC(=O)C1CCCN(C(=S)NCc2ccc3c(c2)OCO3)C1 (stereo not given)
    -1, 0, -7, -12, 5, 2, 5, 0.1, 1
- Cc1ccc(-n2ncc3c(=O)n(CC#N)cnc32)cc1C
    -3, -12, 8, 14, -2, 6, 2, 1.0, -1
- O=C(CSc1nnc(SCc2ccccc2)s1)N/N=C/C=C/c1ccccc1[N+](=O)[O-]
    -8, -21, -1, 20, 2, -1, 10, 2.9, -7
- O=C(c1ccccc1)N(Cc1cccnc1)C1(C(=O)Nc2ccccc2)CCCCC1
    1, -17, -10, 21, 2, -5, -5, 0.0, -6
- Cc1ccc(-c2nc3c(c(=O)c4ccccc4n3C)c(=O)n2Cc2ccco2)cc1
    -8, 2, -13, 28, 14, -7, -91, -0.3, 3
- CC(C)Oc1ccc(S(=O)(=O)N2CCOCC2)cc1NC(=O)c1cc([N+](=O)[O-])ccc1N1CCOCC1
    -1, -10, 9, -9, 1, 2, 7, 0.7, -5
- Cc1ccc(C(=O)C[n+]2cccc3cc(C)ccc32)cc1
    -6, -16, -5, 16, 1, 4, 11, 1.0, -14
- CCOc1cc(C2NC(=O)CCC2[N+](=O)[O-])cc(Br)c1OCC (stereo not given)
    -8, -2, -5, 2, -1, -14, -6, 0.4, -4
- CCOc1ccc(Cc2nnc(SCC(=O)c3ccc(OC)cc3)o2)cc1
    -12, -17, -3, -5, 0, -5, 3, 0.9, -4
- Cn1ccnc1SCC(=O)Nc1ccc2ccccc2c1
    -3, -4, 8, -13, 2, 14, 16, 0.6, -6
- O=C(c1ccc(N2CCOCC2)nc1)N1CCOCC1
    -1, -3, -25, 16, 7, -12, 16, 0.5, -1
- O=C(CN(Cc1ccccc1Cl)C(=O)c1csnn1)NCc1ccccc1
    -10, -16, -12, 1, 3, -6, -24, 3.5, 0
- Cc1cc(C)n(-c2cc(C(=O)O)cc(C(=O)O)c2)n1
    -5, 3, -9, 2, 6, -2, -14, 0.3, -7
- COc1ccc(N/C=C(\C2OC(=O)c3ccccc32)[N+](=O)[O-])cc1 (stereo not given)
    -5, -4, 3, 2, 5, 16, 3, 5.6, -4
- Clc1ccc(/C=N/N2CCN(Cc3ccccc3)CC2)cc1
    -3, -5, -13, 20, -1, -19, -1, 1.4, 1
- Cc1cccc(CN(C)C[C@@H]2OCc3cnnn3CCCC(=O)N([C@H](C)CO)C[C@H]2C)c1
    x, x, -2, 16, 1, 2, 11, 1.5, -6

Later entries
Every second line gives: OXTR potentiate, CHO parental Ca, CHO-K1 Ca antag, CHO-K1 Ca PAM, TAAR1 agonist, CHRM1 antagonist, TAAR1 antagonist, M1 ag parental, M1 ag
- CCOc1ccc(NS(=O)(=O)c2ccc(C(=O)NC3CCN(Cc4ccccc4)CC3)cc2)cc1
    -1, 2, -1, 8, 16, 9, -6, 15*, -5
- Cc1ncc([N+](=O)[O-])n1CC(=O)Nc1ccc(Cl)cc1
    -14, 2, -12, 10, 3, 2, -10, 0.1, -4
- COc1ccc(Cl)cc1NC(=O)COC(=O)C1CCCCC1
    -1, -2, 8, -11, 8, 2, 2, -0.3, -5
- Cc1ccc(C2CC(c3ccco3)n3ncnc3N2)cc1 (stereo not given)
    2, -20, 7, -4, 0, 17, 2, 0.0, -2
- O=C(Nc1ccc(F)cc1F)NC1CC1
    -8, 3, -5, 10, 5, -9, 2, -0.2, -3
- O=C1[C@H]2[C@@H](c3ccccc3)N[C@]3(CCCN(Cc4ccco4)C3=O)[C@H]2C(=O)N1Cc1ccccc1
    x, x, -12, 20, 2, -9, -28, 0.9, -4
- CC(C)(C)NC(=O)N1CCN(c2nc3ccc(Cl)cc3s2)CC1
    -19, 0, -3, -4, 12, 5, 19, 8.1, -2
